From PubChem
SR-BI uptake up: activators of SR-BI mediated DiI-HDL uptake, primary screen, ldlA[mSR-BI] CHO cells, DiI fluorescence; 3 h; 100 = double the neutral-control signal; activation, % at 12.5 µM; actives 0.096% (n = 320,000);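 active = mean replicate activation of at least 60% and every replicate at or above 60%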;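 note: 0% = median plate neutral-control signal and 100% = twice that signal; values of inactives mirror those of a sister screen read the other way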
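Material – SR-BI-overexpressing, LDLR-lacking CHO cells · Medium – BSA-supplemented, HEPES-buffered Ham's F12, pH 7.4 · Doses – single concentration · Times – compound with DiI-HDL co-incubation, 3 h at 37 °C · Measured by – bottom-read fluorescence, 550/595 nm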
DSG3 Ab inh: inhibitors of pemphigus antibody binding to DSG3, primary screen, biochemical, bead-based, flow cytometry, scFv-GFP | binding (percent of control), % at 10 µM | actives 0.48% (n = 310,000) | Desmoglein-3 (Homo sapiens), P32926 | DSG3-coupled beads, scFv-anti-DSG3-GFP binding; stronger effect = lower value;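 active = binding more than 3 SD below its plate's average and above zero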;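 note: hits lower antibody fragment binding to DSG3; some compounds called inactive have numbers as strong as hits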
Mot1-301 SUMO: yeast Mot1-301 growth rescue at high temperature, primary screen, SUMOylation pathway inhibitor project, S. cerevisiae, ATP luminescence, 38.5C. S. cerevisiae Mot1-301 growth rescue; percent above DMSO median, 100 means doubled. growth rescue, % at 18.8 µM. actives 1% (n = 320,000);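 active = every valid replicate shows activation above 250% relative to neutral control wells; inactive = the rest, any valid replicate at or below 250%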;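 note: OY570 slx delta 5 strain wells were the positive control but not used for scaling; some compounds called inactive have numbers as strong as hits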
Arr AP2 block: inhibitors of beta-arrestin/AP2 binding, primary screen, biochemical, GPCR trafficking, flow cytometry; FITC-arrestin peptide / GST-AP2 beads; AP2 beta2 appendage carries R879A mutation; inhibition, % at 10 µM; AID 504490, 2011; actives 0.31% (n = 340,000);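 active = inhibition above a set limit, near 3 SD of compounds lacking own fluorescence, cut at about 54% in these data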;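 note: plate controls were DMSO wells for no effect and 5 µM unlabelled arrestin peptide for full effect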
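Measured by: flow cytometry, FL1 (488/535 nm); Material: AP2 appendage R879A on GSH beads; Evaluation: percent response; Timing: pre-incubation 12 min, peptide binding 1 h, room temperature; Also added: 50 nM FITC-arrestin peptide; Medium: PBS with 0.05% Tween 20 and 0.1% BSA.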
MITF TRPM1 HTS: activators of MITF-driven TRPM1 promoter reporter, primary screen, cell-based, SK-MEL-5, luciferase, single point. actives 0.75% (n = 300,000). AID 588334, 2011. SK-MEL-5 TRPM1-promoter luciferase, 24 h; % of positive control, neutral wells = 0. activation, % at 12.5 µM;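 active = mean activation of at least 80% with every replicate also reaching 80%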;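 note: 0% = neutral control wells and 100% = parthenolide positive control wells; values of inactives mirror those of a sister screen read the other way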
CDK5 p35 inh: inhibitors of human CDK5/p35 kinase, primary screen, biochemical, single concentration; AID 488839, 2010; Recombinant CDK5/p35, ADP-Glo luminescence, 60 min; actives 0.01% (n = 330,000); inhibition, % at 10 µM;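 active = highest replicate inhibition of at least 50% and at least 75% of replicates reaching 50%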;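 note: plate controls were DMSO neutral control for no effect and GW8510 at 10 µM for full effect; many of its hits are not listed in these tables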
Target sequence (Q00535 whole entry, looked up): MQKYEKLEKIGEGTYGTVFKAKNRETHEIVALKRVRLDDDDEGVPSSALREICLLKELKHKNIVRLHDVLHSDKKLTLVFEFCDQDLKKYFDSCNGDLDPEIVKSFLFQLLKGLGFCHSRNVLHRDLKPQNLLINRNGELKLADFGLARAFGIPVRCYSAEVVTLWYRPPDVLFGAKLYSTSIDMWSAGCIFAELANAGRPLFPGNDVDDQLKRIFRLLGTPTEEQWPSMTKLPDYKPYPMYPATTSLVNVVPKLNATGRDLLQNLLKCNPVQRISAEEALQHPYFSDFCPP
Target sequence (Q15078 whole entry, looked up): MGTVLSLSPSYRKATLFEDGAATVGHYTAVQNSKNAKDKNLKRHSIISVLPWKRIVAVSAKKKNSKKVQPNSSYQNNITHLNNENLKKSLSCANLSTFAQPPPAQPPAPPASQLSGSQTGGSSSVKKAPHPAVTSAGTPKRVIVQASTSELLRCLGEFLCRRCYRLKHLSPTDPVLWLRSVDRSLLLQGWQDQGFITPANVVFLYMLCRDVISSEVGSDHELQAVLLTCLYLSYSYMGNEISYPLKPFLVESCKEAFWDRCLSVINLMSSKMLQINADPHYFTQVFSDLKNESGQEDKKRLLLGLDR
dFosB act: activators of delta FosB homodimer, primary screen, biochemical, fluorescence polarization, TAMRA-CDK5 oligo, single point. actives 0.99% (n = 340,000). purified delta FosB; percent of positive-control signal above neutral wells. activation, % at 25 µM;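 active = mean activation above about 17%, with every replicate also reaching it, limit read from the data, passing the limit was not always enough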;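 note: fluorescence polarization rise as delta FosB binds a TAMRA Cdk5 AP-1 oligo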
Target sequence (P13346 whole entry, looked up): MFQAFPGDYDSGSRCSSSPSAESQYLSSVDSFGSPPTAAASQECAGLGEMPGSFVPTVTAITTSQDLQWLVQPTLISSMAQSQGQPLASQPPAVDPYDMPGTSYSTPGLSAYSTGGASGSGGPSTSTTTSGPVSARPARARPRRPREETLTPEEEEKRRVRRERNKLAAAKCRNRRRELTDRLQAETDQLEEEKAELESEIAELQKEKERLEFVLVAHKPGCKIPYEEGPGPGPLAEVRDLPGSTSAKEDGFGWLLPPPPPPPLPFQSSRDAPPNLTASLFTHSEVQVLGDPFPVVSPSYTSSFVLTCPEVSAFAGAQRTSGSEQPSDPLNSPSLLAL
SR-BI DiI inh: inhibitors of SR-BI mediated HDL lipid uptake, primary screen, ldlA[mSR-BI] cells, fluorescence, single point | Scavenger receptor class B member 1 (Mus musculus), Q61009 | ldlA[mSR-BI] CHO cells, DiI-HDL uptake fluorescence, 3 h | inhibition, % at 12.5 µM | actives 0.96% (n = 320,000) | AID 488896, 2010;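 active = mean replicate inhibition of at least 70% and a set share of replicates each scoring 70 or more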;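 note: 0% = median of neutral control wells and 100% = median of positive control wells; values of inactives mirror those of a sister screen read the other way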
PKA-R2B act: activators of PKA-R2B holoenzyme, primary screen, biochemical, fluorescence polarization, Cy5-IP20, human; cAMP-dependent protein kinase catalytic subunit beta (Homo sapiens) + cAMP-dependent …; PKA-R2B holoenzyme dissociation; R2B truncated from residue 108, S112A mutant; 0% DMSO only, 100% 113 µM cGMP; activation, % at 11.4 µM; actives 0.079% (n = 340,000);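 active = activation above a cutoff set at the mean over all compounds plus 3 SD, cut at about 18% in these data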;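 note: higher means more holoenzyme dissociation and a rise in polarization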
PKA-R1A act: activators of PKA-R1A holoenzyme, primary screen, biochemical, fluorescence polarization, Cy5-IP20, bovine R1A, mouse PKAc; cAMP-dependent protein kinase type I-alpha regulatory subunit (Bos taurus) + …; PKA-R1A dissociation; scaled: DMSO 0%, 113 µM cGMP 100%; activation, % at 11.4 µM; actives 0.083% (n = 340,000); AID 504707, 2011;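 active = percent activation above the mean of all tested compounds plus 3 SD, cut at about 19% in these data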;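 note: higher means more PKAc released from R1A so a rise in polarization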
NSD2 HMT inh: NSD2 histone methyltransferase inhibitors, primary screen, biochemical, AlphaScreen, single concentration, set 2; NSD2 peptide methylation, 120 min; inhibition, % at 12.5 µM; actives 0.54% (n = 310,000); AID 743445, 2014; in the data active = inhibition above about 50%
An asterisk follows results filed as active; / = not tested or not shown.

SMILES	SR-BI uptake up	DSG3 Ab inh	Mot1-301 SUMO	Arr AP2 block	MITF TRPM1 HTS	CDK5 p35 inh	dFosB act	SR-BI DiI inh	PKA-R2B act	PKA-R1A act	NSD2 HMT inh
O=C(Nc1ccc(S(=O)(=O)Nc2ccccn2)cc1)c1cccc(Cl)c1	/	105	2	-11	/	-2.2	-7	/	-8	-9	1
COC(=O)Cn1c(CN(Cc2ccccc2)Cc2ccccc2)nc2c1c(=O)[nH]c(=O)n2C	7	107	-15	16	-1	1.1	0	-7	-15	-12	2
COc1cc(CC(=O)OCC(=O)c2ccc[nH]2)cc(OC)c1OC	-19	111	94	-13	1	1.5	-9	19	2	-13	-2
Cn1c(C(=O)N2CCN(C(=O)c3ccco3)CC2)cc2c(=O)n(C)c3ccccc3c21	-13	111	2	3	-17	1.6	-5	13	5	-3	/
CCN(CC(=O)N1CCC(C(N)=O)CC1)S(=O)(=O)c1cc(Cl)ccc1Cl	-5	100	/	13	-11	-1.2	1	5	0	-20	1
Cc1cc(-c2csc(NC(=O)c3ccc(C#N)cc3)n2)c(C)n1Cc1ccco1	-32	89	-8	26	-10	1.1	-14	32	-3	8	/
O=C(COC(=O)C1COc2ccccc2O1)Nc1cccc(F)c1 (stereo not drawn)	22	100	9	0	-10	0.6	-4	-22	-5	5	1
COCCn1c(SCC(=O)Nc2ccccc2F)nc2c(c1=O)SCC2	/	115	-7	-13	10	-3.7	-2	-23	10	3	-1
CSc1ncccc1C(=O)Nc1cccc(S(=O)(=O)N2CCCCC2)c1	-14	/	-17	-5	-11	0.4	-8	14	-10	-7	-4
O=C(Oc1cccc(C(=S)N2CCOCC2)c1)c1ccccc1	/	-24*	-24	-7	1	0.4	-2	/	-4	-6	3
O=C(NCC1CCCO1)c1cc(Br)c(Br)s1 (stereo not drawn)	14	103	2	9	6	0.5	-3	-14	4	3	-6
Cc1oc2c(C)c3oc(=O)c(CCC(=O)O)c(C)c3cc2c1-c1ccccc1	1	92	-2	-2	1	0.4	-3	-1	6	6	1
Cc1ccc(C)c(C(=O)Nc2nc3ccccc3[nH]2)c1	3	120	21	0	31	-3.3	0	-3	6	7	-11
CC1(C)C(C(=O)O)N2C(=O)C(NC(=O)Cc3ccccc3)C2S1=O (stereo not drawn)	9	103	-13	0	/	-1.3	6	-9	6	0	0
CCc1ccccc1N1C(=O)C2C3CC(=O)C(c4ccccc43)C2C1=O (stereo not drawn)	12	89	6	11	-10	-1.6	2	-12	-7	-10	-2
O=c1[nH]c(SCc2ccccc2Cl)nc2[nH]ncc12	36	90	-7	14	21	-1.7	9	-36	-5	-2	-2
CCc1nc2ccccc2n1CC(=O)OCC(=O)N(CC(C)C)c1c(N)n(Cc2ccccc2)c(=O)[nH]c1=O	3	101	-10	5	-2	3.7	-9	-3	9	14	/
CCOc1ccccc1NC(=O)c1cc(S(=O)(=O)N2CCC3(CC2)OCCO3)ccc1F	-35	99	5	1	5	1.3	-4	35	11	-1	0
O=C(Cc1cccc2ccccc12)N/N=C/c1ccc(F)cc1	0	85	6	-5	9	-1.0	-4	0	0	3	-3
Cn1c2ccc(F)cc2c2ncn(CCCN(CCO)CCO)c(=O)c21	31	100	5	-6	-1	0.9	3	-31	-7	-13	4
CCN(CC)c1ccc(/C=c2\sc3nnc(-c4ccccc4Cl)n3c2=O)cc1	-21	339	-3	15	14	1.1	-85	21	-6	-8	1
C(=Nc1ccc(N2CCOCC2)cc1)c1c[nH]c2ccccc12	23	102	327	10	/	-6.7	-2	-23	-9	-8	21
CCOC(=O)C1CCCN(S(=O)(=O)c2ccc(C)cc2)C1 (stereo not drawn)	-5	/	135	9	/	-0.9	-10	5	0	1	-8
COc1ccc2sc(-c3ccccc3OC)c(-c3ccc(O)cc3)c2c1	-12	/	-5	-6	1	2.1	-9	12	6	-7	/
Cc1[nH]n(-c2nc(-c3cccc([N+](=O)[O-])c3)cs2)c(=O)c1C	-15	118	-2	10	32	0.6	-5	15	0	-1	-1
COc1cccc(C(=O)NCCCNC(=O)c2ccco2)c1	/	102	178	-2	-10	-3.1	-3	/	5	5	3
N#Cc1ccc(C=NN2CCCCCC2)cc1	-9	89	/	23	53	-1.2	8	9	3	-2	0
COC(=O)c1sc(N)c(C(=O)OC)c1COC(=O)[C@@H](NS(=O)(=O)c1cccc(Cl)c1)C(C)C	10	/	-18	19	-14	1.2	2	-10	-2	-10	-1
CCOc1ccc2[nH]c(=O)c(CN(CCN3CCCC3)C(=S)Nc3ccccc3OC)cc2c1	2	77	-9	6	0	-0.4	0	-2	-4	-11	5
COc1ccc(N(CC(=O)NN=C2CCCCCCC2)S(=O)(=O)c2ccccc2)cc1Cl	-13	99	/	-6	-1	-1.0	4	13	-10	-8	0
Cc1ccc(Cn2nc(C)c(NC(=O)C3CC3)c2C)cc1	9	/	207	-5	/	-0.6	3	-9	-18	-8	0
COc1ccc(C(=O)C[n+]2ccccc2/C=N/O)cc1	11	105	/	8	-4	0.7	-6	-11	-4	-11	1
O=C1c2ccccc2C(=O)N1CCc1nc2ccccc2c(=O)n1Cc1ccco1	33	/	-22	-8	/	-0.9	-1	-33	-13	0	-3
Cn1c(=O)oc2cc(S(=O)(=O)Nc3ccc(Cl)cc3F)ccc21	-9	111	1	-1	9	3.1	2	9	9	-9	/
CC(=O)N(C)c1cccc(-c2ccc3nnc(C)n3n2)c1	12	97	129	-20	5	-0.8	6	-12	3	10	/
N/C(Cc1nc2ccccc2s1)=N\O	39	100	1	33	1	-0.2	-1	-39	-3	-4	-2
CN(C)c1ccc(/C=C(\C#N)C(=O)OCC(=O)N(C)C2CCS(=O)(=O)C2)cc1 (stereo not drawn)	-3	/	-6	1	9	-6.1	-90	3	3	-4	3
CCc1nnc(N/N=C/c2cc(Br)c(O)cc2O)n1N	-20	98	15	1	-9	-0.3	-4	20	10	1	0
CC1CCCN(C(=O)COC(=O)Cc2c(F)cccc2Cl)C1 (stereo not drawn)	-4	104	-24	1	60	-1.6	-2	4	-8	1	2
O=C(COC(=O)c1ccccc1)Nc1ccccc1Sc1ccccc1	10	/	3	9	-1	-0.9	-11	-10	4	11	-4
CCOC(=O)Cc1cc(-c2ccccc2)nc2ccc3ccccc3c12	-46	114	-2	11	-13	-0.1	-6	46	-7	6	-2
CCOC(=O)/C=C(\C)Sc1cc(O)c2ccccc2c1O	/	95	/	34	-82	-1.0	-18	/	-4	-17	/
COC(=O)c1cnc(NNS(=O)(=O)c2ccc(C(F)(F)F)cc2)nc1C(F)(F)F	11	108	-2	-9	-5	1.5	-2	-11	-3	-12	-1
COc1ccc(C(=O)NCC(=O)OCC(=O)c2ccc3c(c2)OCCO3)cc1	4	/	18	28	/	-1.7	-8	-4	0	6	-1
CCN(CC)c1ccc(S(=O)(=O)N2CCCCC2)cc1NC(=O)CSCc1c(C)noc1C	-16	/	/	41	-11	-0.7	-6	16	2	-4	1
CCN1C(=O)[C@H]2[C@@H](c3ccc(-c4ccc(F)cc4)cc3)N[C@@](C)(C(=O)OC)[C@H]2C1=O	-4	104	-10	2	-16	-1.6	-6	4	4	-6	/
Cc1cccc(Nc2nc(N)nc(CCl)n2)c1	-12	112	18	1	/	2.1	2	12	1	-4	6
CC(C)(O)c1cn(-c2nonc2N)nn1	30	100	5	-6	-2	1.3	1	-30	-6	-5	1
Cc1ccc(Cn2nnc3c(=O)n(CC(=O)N4CCCc5ccccc54)cnc32)cc1	-10	104	52	15	0	-1.9	9	10	4	-10	-1
CCOc1cc(CNCc2cccs2)cc(Br)c1OC	-3	106	10	18	1	-1.9	4	3	1	0	-16
CC(C)Sc1nc2sc3c(c2c2nnc(SCC(=O)NCc4ccco4)n12)CCCC3	-2	/	25	2	2	-1.6	-13	2	-1	-4	2
Fc1cccc(Nc2ncnc3sc4c(c23)CCC4)c1	17	100	22	4	2	1.2	1	-17	-7	3	0
C/C(=N\NC(=O)c1sccc1-n1cccc1)c1cccs1	-43	100	/	-19	28	-1.7	-2	43	11	-5	-1
O=C(Cc1cccc(NC(=O)C2CCCN(C(=O)C3CCCCC3)C2)c1)Nc1ccc(C(=O)N2CCOCC2)cc1 (stereo not drawn)	-8	102	/	-18	-2	0.1	1	8	-5	-19	/
COc1ccc(OC)c(-n2c(-c3ccccc3)n[nH]c2=S)c1	13	98	-13	-2	-23	-1.4	1	-13	-3	9	0
COc1ccc(F)cc1S(=O)(=O)NC1CCCC1	36	102	-24	9	8	-1.4	0	-36	10	-3	-7
COc1cc(NC(=O)c2ccc(NS(=O)(=O)c3c(C)noc3C)cc2)cc(OC)c1	-15	92	-6	32	/	-0.9	-6	15	2	-6	-3

DSG3 Ab inh, what is marked active above.
SMILES	SR-BI uptake up	DSG3 Ab inh	Mot1-301 SUMO	Arr AP2 block	MITF TRPM1 HTS	CDK5 p35 inh	dFosB act	SR-BI DiI inh	PKA-R2B act	PKA-R1A act	NSD2 HMT inh
O=C(Oc1cccc(C(=S)N2CCOCC2)c1)c1ccccc1	/	-24*	-24	-7	1	0.4	-2	/	-4	-6	3

Single values from the list.
In Mot1-301 SUMO, Cc1cccc(Nc2nc(N)nc(CCl)n2)c1 is listed with 18
In MITF TRPM1 HTS, O=C(Cc1cccc(NC(=O)C2CCCN(C(=O)C3CCCCC3)C2)c1)Nc1ccc(C(=O)N2CCOCC2)cc1 (stereo not drawn) is listed with -2
